# CRFR2-BP antag = blocks CRF-induced signaling of the CRF-BP/CRF-R2 complex | AID 588475 | 350,000 tested, 0.59% active | HEK293 CRF-R2/CRF-BP, CRF-induced calcium fluorescence | inhibition, % at 11.8 µM;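 active means inhibition of the ligand-induced calcium signal above about 50% at the single tested concentration, limit read from the data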
# M5 ag = CHRM5 agonism in calcium assay; P08912; CHO-K1 hM5 cells, Fluo-8 calcium fluorescence; 0% DMSO wells, 100% maximal acetylcholine response; activation, % at 3 µM; 360,000 tested, 0.19% active;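 active means activation above the run's mean over test compounds plus 3 SD, cut at about 23% in these data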;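 further: signal is peak over basal fluorescence ratio across the kinetic read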
# M5 PAM = positive allosteric modulators of human muscarinic M5 receptor; 360,000 tested, 0.3% active; activation, % at 3 µM; CHO-K1 hM5, Fluo-8 calcium, ACh EC20 PAM; 0% = ACh EC20, 100% = ACh EC100;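 active means activation above the run cutoff, the mean activation of all test compounds plus 3 SD, cut at about 18% in these data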
#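 Assay system – human M5 receptor in CHO-K1 cells · Read-out – % activation, ACh-normalized · Technique – Fluo-8 calcium fluorescence · Dosing – single-point, 3 µM nominal · Incubation – Fluo-8 loading 80 min at 37 °C plus 30 min room temperature · Repeats – singlicate, one well per test compound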
# CHRM4 antagonist = CHRM4 antagonism in calcium assay; CHO-hM4 cells, ACh EC80, Fluo-8 calcium fluorescence; inhibition, % at 3 µM; 360,000 tested, 0.73% active; AID 624125;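 active means inhibition above its plate's cutoff, the mean inhibition of sample wells plus 3 SD, cut at about 27% in these data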;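 further: 0% = acetylcholine EC80 with DMSO and 100% = DMSO without agonist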
# CHRM4 agonist = agonists of human muscarinic M4 receptor (CHRM4); P08173; CHO-K1 hM4/Gqi5, Fluo-8 calcium fluorescence; vehicle 0%, full acetylcholine response 100%; activation, % at 3 µM; 360,000 tested, 0.14% active; AID 624127;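 active means activation above the run mean over all test wells plus 3 SD, cut at about 32% in these data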;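 further: peak over basal fluorescence ratio per well then scaled between controls; 0% = DMSO wells and 100% = acetylcholine at EC100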
# IDE inh = inhibits human insulin-degrading enzyme in HEK cells | P14735 | FAbetaB cleavage, fluorescence polarization | inhibition, % at 5.59 µM | 320,000 tested, 0.41% active | AID 434962;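 active means percent inhibition above the average of all tested compounds plus 3 SD, set per screening campaign, cut at about 16% in these data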;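 further: IDE supplied by intact live HEK cells; FP after avidin binding of uncleaved biotin substrate so inhibition keeps polarization high; 0% = DMSO wells and 100% = 60 µM reference IDE inhibitor Ii1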
# Target sequence (P14735 whole entry, looked up): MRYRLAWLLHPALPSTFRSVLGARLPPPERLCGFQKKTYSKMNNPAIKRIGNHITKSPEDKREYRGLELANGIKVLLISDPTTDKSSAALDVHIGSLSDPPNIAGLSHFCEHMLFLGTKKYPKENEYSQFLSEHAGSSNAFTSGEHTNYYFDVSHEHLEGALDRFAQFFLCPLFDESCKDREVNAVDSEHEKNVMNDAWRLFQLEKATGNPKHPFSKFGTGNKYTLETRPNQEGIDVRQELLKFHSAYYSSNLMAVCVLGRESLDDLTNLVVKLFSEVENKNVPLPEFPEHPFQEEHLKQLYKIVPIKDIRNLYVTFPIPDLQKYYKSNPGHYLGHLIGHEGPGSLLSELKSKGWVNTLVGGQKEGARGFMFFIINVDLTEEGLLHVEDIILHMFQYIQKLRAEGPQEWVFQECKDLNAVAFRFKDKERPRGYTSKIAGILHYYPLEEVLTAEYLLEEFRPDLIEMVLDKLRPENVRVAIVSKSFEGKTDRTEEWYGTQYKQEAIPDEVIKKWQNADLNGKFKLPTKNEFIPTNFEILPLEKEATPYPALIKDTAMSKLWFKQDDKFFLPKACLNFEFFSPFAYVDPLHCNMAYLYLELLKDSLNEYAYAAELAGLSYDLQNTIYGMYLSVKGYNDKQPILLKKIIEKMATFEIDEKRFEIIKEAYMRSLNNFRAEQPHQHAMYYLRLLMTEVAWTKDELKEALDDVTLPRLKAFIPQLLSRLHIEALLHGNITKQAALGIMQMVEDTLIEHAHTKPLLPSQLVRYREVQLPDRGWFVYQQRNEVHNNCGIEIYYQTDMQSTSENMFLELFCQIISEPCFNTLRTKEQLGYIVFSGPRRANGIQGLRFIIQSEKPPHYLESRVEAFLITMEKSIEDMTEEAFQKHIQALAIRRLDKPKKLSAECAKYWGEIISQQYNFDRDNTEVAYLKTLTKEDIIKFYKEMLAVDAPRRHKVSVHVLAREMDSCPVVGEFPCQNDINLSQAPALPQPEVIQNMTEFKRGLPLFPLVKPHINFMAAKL
# CRFR2-BP ag = agonists of human CRF-binding protein/CRF-R2 receptor complex. HEK293 CRF-R2/CRF-BP, calcium dye fluorescence (FLIPR); percent of saturating CRF peptide response. activation, % at 13.2 µM. 350,000 tested, 0.46% active;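 active means activation of at least 50%, plus an integration ratio under a set limit after plate pattern correction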;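 further: plate controls were neutral control wells without compound for no effect and CRF at EC100 for full effect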
# M5 antag = blocks acetylcholine activation of human M5 receptor; CHO-hM5 cells, Fluo-8 calcium fluorescence, ACh EC80; AID 624040; inhibition, % at 3 µM; P08912; 360,000 tested, 0.59% active;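 active means inhibition above a per-plate cutoff, the mean of that plate's test compounds plus 3 SD, cut at about 27% in these data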;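 further: 0% = acetylcholine EC80 with DMSO and 100% = DMSO without agonist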
# M4 PAM = positive allosteric modulators of human muscarinic M4 receptor. P08173. AID 624126. activation, % at 3 µM. 360,000 tested, 0.4% active. CHO-K1 hM4/Gqi5, Fluo-8 calcium fluorescence, ACh EC20; 0% = ACh EC20, 100% = maximal ACh;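 active means activation above its plate's cutoff, the mean activation of sample wells plus 3 SD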; further: some results filed as inactive read as strong as hits
# * hit, by the source's call; . = no result given.
SMILES,CRFR2-BP antag,M5 ag,M5 PAM,CHRM4 antagonist,CHRM4 agonist,IDE inh,CRFR2-BP ag,M5 antag,M4 PAM
O=C(c1cncc(Br)c1)N1CCN(S(=O)(=O)c2ccccc2C(F)(F)F)CC1,14,-3,1,5,1,-1,0.3,2,-1
COc1cccc(C2c3[nH]c4ccccc4c3C[C@H]3C(=O)N(c4ccccc4C(=O)N4CCCC4C(=O)O)C(=O)N23)c1 (stereo partly specified),-10,-3,10,-12,1,6,3.0,-3,17
COc1ccc2[nH]c3c(c2c1)CCN1C(=O)C(CC(=O)NCCCN(C)C)C[C@H](C(=O)N2CCCCC2)[C@@]31CCc1ccccc1 (stereo partly specified),-2,-1,-2,-8,0,.,-2.1,-2,8
NC(=O)Cc1ncc(C(F)(F)F)cc1Cl,6,1,3,0,1,-2,-0.8,5,3
CC1(O)CC(=O)N(c2ccccc2)O1 (stereo unspecified),-2,0,-2,9,2,4,1.1,6,8
O=C(C[n+]1ccc(/C=N/O)cc1)NC1CCCCC1,-31,-10,2,5,0,1,0.5,-2,-4
CCCCc1ccc(NC(=S)N2CCC(O)CC2)cc1,26,-4,2,-13,1,3,0.5,-1,7
Cc1ccc2cc(CN(C(=O)c3ccco3)c3cccc(C)c3C)c(=O)[nH]c2c1,9,7,8,-17,1,8,-0.7,1,9
C[C@H]1CN([C@@H](C)CO)S(=O)(=O)c2ccc(C#Cc3ccccn3)cc2O[C@H]1CN(C)Cc1ccc(F)cc1,4,0,-7,-4,3,.,1.9,15,-3
CCOC(=O)c1sc(-c2ccc(Br)cc2)cc1N,-12,-5,-3,1,2,-4,-1.6,-3,-4
COc1cc(C(=O)Oc2cc(N)n(S(=O)(=O)c3ccccc3)n2)cc(OC)c1OC,-9,-1,1,-2,1,-3,0.8,-1,2
CO/N=C(\N)c1nonc1N,-7,3,8,-7,0,5,-1.5,-7,2

# Record cards (already shown).
# `CCOC(=O)c1sc(-c2ccc(Br)cc2)cc1N` is entered as CRFR2-BP antag = -12; M5 ag = -5; M5 PAM = -3; CHRM4 antagonist = 1; CHRM4 agonist = 2; IDE inh = -4; CRFR2-BP ag = -1.6; M5 antag = -3; M4 PAM = -4
# `Cc1ccc2cc(CN(C(=O)c3ccco3)c3cccc(C)c3C)c(=O)[nH]c2c1` is entered as CRFR2-BP antag = 9; M5 ag = 7; M5 PAM = 8; CHRM4 antagonist = -17; CHRM4 agonist = 1; IDE inh = 8; CRFR2-BP ag = -0.7; M5 antag = 1; M4 PAM = 9

# 4 of these compounds in a different format.
O=C(C[n+]1ccc(/C=N/O)cc1)NC1CCCCC1
  CRFR2-BP antag: -31; M5 ag: -10; M5 PAM: 2; CHRM4 antagonist: 5; CHRM4 agonist: 0; IDE inh: 1; CRFR2-BP ag: 0.5; M5 antag: -2; M4 PAM: -4

CCCCc1ccc(NC(=S)N2CCC(O)CC2)cc1
  CRFR2-BP antag: 26; M5 ag: -4; M5 PAM: 2; CHRM4 antagonist: -13; CHRM4 agonist: 1; IDE inh: 3; CRFR2-BP ag: 0.5; M5 antag: -1; M4 PAM: 7

Cc1ccc2cc(CN(C(=O)c3ccco3)c3cccc(C)c3C)c(=O)[nH]c2c1
  CRFR2-BP antag: 9; M5 ag: 7; M5 PAM: 8; CHRM4 antagonist: -17; CHRM4 agonist: 1; IDE inh: 8; CRFR2-BP ag: -0.7; M5 antag: 1; M4 PAM: 9

C[C@H]1CN([C@@H](C)CO)S(=O)(=O)c2ccc(C#Cc3ccccn3)cc2O[C@H]1CN(C)Cc1ccc(F)cc1
  CRFR2-BP antag: 4; M5 ag: 0; M5 PAM: -7; CHRM4 antagonist: -4; CHRM4 agonist: 3; IDE inh: .; CRFR2-BP ag: 1.9; M5 antag: 15; M4 PAM: -3

# (listing goes on)
SMILES,CRFR2-BP antag,M5 ag,M5 PAM,CHRM4 antagonist,CHRM4 agonist,IDE inh,CRFR2-BP ag,M5 antag,M4 PAM
CCCCOc1ccc(-c2cn3ccccc3n2)cc1[N+](=O)[O-],-3,-6,0,1,2,2,0.0,8,-2
COc1ccccc1N1C(=O)c2cccc3cccc(c23)C1=O,-6,1,-1,5,0,3,0.8,-3,4
Nn1c(Cc2ccccc2)n[nH]c1=S,-5,1,2,-13,1,3,-0.5,2,3
CCOC(=O)c1cnc2ncnn2c1N,2,-1,4,2,1,-1,-0.5,-10,-3
CCO[C@H]1OC(C(=O)N2CCN(C)CC2)=C[C@@H](c2ccc(Br)cc2)[C@@H]1CCCO,2,3,7,6,0,3,-2.2,7,0
CCOc1[nH]n(-c2ccccc2)c(=O)c1C=NCc1cccnc1,8,-2,-4,-8,0,-2,-0.8,0,7
O=C(N/N=C/c1cccc(O)c1)c1ccc(COc2ccc3c(c2)CCC3)o1,-7,-2,-1,-4,2,18*,5.3,6,-5
COc1cc2c(cc1OC)C1(Nc3c-2c(-c2ccccc2)nn3-c2ccccc2)C(=O)Nc2ccccc21 (stereo unspecified),-7,-2,1,8,1,-2,8.8,-3,21
Cc1ccc(C(=O)C(C)OC(=O)Cc2n[nH]c(=O)c3ccccc23)cc1 (stereo unspecified),-3,3,-9,-12,7,6,-0.1,1,-4
CC(C)c1nc(SCC(=O)N2CCCCC2)c2c(=O)n(C)c(=O)n(C)c2n1,8,1,3,-3,9,.,0.6,16,-3
Cc1c(CC(=O)N2CCC(C(=O)O)CC2)c(=O)oc2cc3c(cc12)CCC1(CCCCC1)O3,1,1,0,-13,1,-2,-0.1,4,8
COc1ccc(Cn2nnnc2CN(Cc2cc3ccc(C)cc3[nH]c2=O)C2CCCC2)cc1,19,2,7,4,1,-3,-0.6,-6,7
Cc1nnc(N2C(=O)c3cccc4cccc(c34)C2=O)s1,1,-3,0,-11,0,1,-2.9,1,11
Cc1ccc(CNc2oc(-c3ccco3)nc2S(=O)(=O)c2ccccc2)cc1,-5,-6,2,4,-2,2,0.2,6,0
COc1ccc(S(=O)(=O)N2CCN(Cc3ccco3)CC2)cc1,-5,-4,1,5,1,6,0.1,-4,6
Cn1c(NCCc2ccncc2)nc2cc(-c3cccc(C(F)(F)F)c3)sc2c1=O,.,-1,-2,-20,2,.,.,-5,5
O=C(c1ccccc1-c1nc(-c2ccccc2)no1)N1CCCC1,1,-2,0,-1,3,9,-1.7,-1,10
CSc1sc(-c2ccnc(=S)[nH]2)c(-c2ccccc2)c1C#N,9,4,0,5,0,-3,0.0,-6,-5
CCCC(CCC(=O)Nc1ccc(S(N)(=O)=O)cc1)C(=O)O (stereo unspecified),3,-1,6,-2,0,0,-0.6,-11,10
Cc1cccc(C)c1NC(=O)c1c(O)c2ccccc2[nH]c1=O,-9,-2,-8,-2,0,-3,0.7,12,-4
CCCCn1c(-c2nonc2N)nc2ccccc21,-36,-2,3,8,-2,3,0.6,-1,-2
Cc1ccccc1S(=O)(=O)Cc1ccc(C(=O)NCCN2CCCCC2C)o1 (stereo unspecified),21,-8,-4,0,1,6,1.8,-3,-4
COc1ccccc1/C=c1\sc2nc(-c3ccccc3OC)nn2c1=O,-33,1,5,6,0,-2,8.2,-1,7
CCC1OC(c2ccc([N+](=O)[O-])cc2)=Nc2ccccc21 (stereo unspecified),-12,-2,-17,31*,0,0,0.5,15,-16
O=C(COC(=O)C1CC1)NCCc1ccc(Cl)cc1,-2,1,1,4,0,.,2.1,5,3
Cc1ccc(-c2cc3ccccc3nc2N)cc1,-2,3,-15,-2,14,-5,0.3,14,-7
CCc1nnc(NC(=O)CSc2nnc3c4ccccc4n(C)c3n2)s1,-5,0,-2,-3,0,-1,-1.9,2,-4
COc1ccc(/C=N/NC(=O)c2cnccn2)cc1O,1,-1,0,2,0,-1,0.0,2,1
Cc1nc2ccccc2n1CC(=O)N/N=C/c1cccnc1,-3,-2,-3,-8,3,0,-1.2,-2,15
CCCCNC(=O)CN1C(=O)CSc2ccc(S(=O)(=O)N3CCOCC3)cc21,2,1,-2,7,0,.,-1.1,4,-2
NNC(=O)c1ccc(CN2C(=O)c3cccc4cccc2c34)cc1,1,-2,-5,6,1,-1,0.1,0,-6
COc1ccc(/C=N/NC(=O)CCSc2nc3ccccc3s2)cc1OC,-27,3,-2,6,11,-3,2.4,-7,-13
O=C(Nc1ccccc1N1CCCCC1)c1ccc(N2C(=O)c3ccccc3C2=O)cc1,5,-2,2,-6,-1,4,0.7,-1,-4
CCCNC(=S)Nc1ccc(CC(=O)OC)cc1,-11,-2,-2,-2,0,3,-1.4,-6,-5
CCCSc1nc2cc(C)c(C)cc2n1CC(O)CO (stereo unspecified),-2,-4,0,-1,5,-3,-0.3,5,-2
CC(C)CN(CC(C)C)C(=S)Nc1ccc(Cl)cc1,-2,-7,-2,-4,4,2,4.8,11,-1

# Next section, starting with the last 3 of the part before.
SMILES,CRFR2-BP antag,M5 ag,M5 PAM,CHRM4 antagonist,CHRM4 agonist,IDE inh,CRFR2-BP ag,M5 antag,M4 PAM
CCCNC(=S)Nc1ccc(CC(=O)OC)cc1,-11,-2,-2,-2,0,3,-1.4,-6,-5
CCCSc1nc2cc(C)c(C)cc2n1CC(O)CO (stereo unspecified),-2,-4,0,-1,5,-3,-0.3,5,-2
CC(C)CN(CC(C)C)C(=S)Nc1ccc(Cl)cc1,-2,-7,-2,-4,4,2,4.8,11,-1
COC(=O)C1CN(C(=O)COc2cccc(C)c2C)c2ccccc2O1 (stereo unspecified),-13,-8,-5,0,2,-1,-0.1,2,-3
COC(=O)C1CCN(S(=O)(=O)c2cc3c4c(c2)CCN4C(=O)CC3)CC1,6,-1,15,-28,1,.,0.5,-15,10
O=C(Nc1ccc(N2CCOCC2)cc1)c1cnsn1,13,0,-3,-9,0,.,-0.6,-2,4
O=C(OCCOc1cccc(Cl)c1)c1ccc(F)c(S(=O)(=O)N2CCOCC2)c1,6,2,-10,15,7,6,0.6,5,-6
Cc1cc(Br)ccc1NC(=O)CN(C)C(=O)c1cccc(S(=O)(=O)N2CCN(C)CC2)c1,4,-2,-7,6,3,.,1.1,11,-2
CC(=NNC(=S)N1CCN(C2CCCCCC2)CC1)c1ccccn1,16,-12,-3,-12,1,.,0.8,10,0
CSc1cccc(CN2CCN(Cc3ccc(F)c(F)c3)C(CCO)C2)c1 (stereo unspecified),-25,-4,-1,-10,5,9,-1.6,-8,4
O=C(CSCc1ccc(Cl)cc1)Nc1cc([N+](=O)[O-])ccc1O,48,7,-11,-12,14,2,43,-6,-6
COc1ccc(S(=O)(=O)N2CCCC(C(=O)NCc3ccccn3)C2)cc1 (stereo unspecified),-3,-1,-2,1,1,2,-0.2,7,2
O=C(NC1CCN(Cc2ccccc2)CC1)c1c(Cl)cccc1Cl,5,-1,0,5,2,2,-1.3,0,1
Cc1cc(C)n2nc(N)c(N=Nc3ccc(Cl)cc3)c2n1,16,-2,-6,0,3,9,-7.6,8,1
COc1ccc([C@H]2C[C@@H](O)[C@H](n3cc(C4CC4)nn3)CN2CC2CCCCC2)cc1,-11,-2,0,-16,0,.,0.6,-3,8

# Assay outcomes from PubChem.
